# BRCA1 expr up: BRCA1 expression activation. MCF7-BRCA1-FFLuc reporter, luminescence, 48 h; response scale: scaled: vehicle 0%, 10 µM genistein 100%. Potency, µM (highest dose often 46.1 µM), for inactives: at the top dose activation, hits mostly activators. 1.1% of 380,000 active. AID 624202; active = well fitted activation curve with a large enough effect; inconclusive = small, poorly fitted or top-dose-only effect; inactive = no such curve, though single readings can be large or run the other way; note: nearly all actives have a fitted effect of over 80% in size; some results filed as inactive show a strong effect at the top dose
#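 Quantitative HTS in MCF7 cells stably reporting BRCA1 expression via firefly luciferase. Compound treatment lasts 48 h at 37 °C in phenol-red free MEM. Activation is expressed relative to genistein at 10 microM and DMSO.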
# * hit, by the source's call; ? = inconclusive. Potency is the fitted concentration of half-maximal effect. This is a subset. The share of hits here may be higher or lower than overall.
BRCA1 expr up | Structure
3.6% | CC(C)Oc1cc(F)ccc1-c1cc(C(=O)NCC2CCCCC2)[nH]n1
1.3% | CCCN(C)C[C@@H]1OCc2cnnn2CCCC(=O)N([C@H](C)CO)C[C@H]1C
10.4% | COc1ccc(CN2C(=O)c3ccccc3C2c2nnnn2Cc2ccccc2)cc1 (configuration not stated)
-2.6% | COc1cccc(-c2cc3nc(C)cc(N4CCN(C(=O)c5ccoc5)CC4)n3n2)c1
8.1% | O=C1CCCCC(=O)[C@H](O)C[C@H](COCc2ccccc2)O1
-2.7% | C#CCN(C[C@H]1[C@H](OC(=O)NC2CCCC2)[C@H](OC(=O)NC2CCCC2)C[C@H]2C(=O)N(c3ccccc3)C(=O)[C@@H]12)S(=O)(=O)c1ccc(C)cc1
-49.7% | CC(C)C[C@@H](COCc1cccc(Cl)c1)N1CCN(C(=O)c2ccc(C(F)(F)F)cc2)CCC1=O
-38.1% | Cc1ccc(-c2cc3nc(-c4ccccc4)cc(NCCCO)n3n2)cc1
-8.6% | O=C(Nc1ccc(Cl)cc1)c1cnn2c1NC(=C1CC1)C=C2C(F)F
10.4% | CN(Cc1ccccc1)C(=O)c1ccc(Nc2nc(CN)cs2)nc1
3.2% | CC(C)COC(=O)N1CCCC(c2cc(C(=O)Nc3ccccc3Cl)no2)C1 (configuration not stated)
? | O=C(Cc1c(Cl)cccc1Cl)OCC(=O)c1ccc[nH]1
21.9% | OCc1ccccc1-c1ccc2nccn2c1
1.78µM* | OC(c1ccc(F)cc1)c1nc(-c2cc3ccccc3o2)cs1 (configuration not stated)
0.0% | O=C(NCCc1nc2ccccc2n1CCCOc1ccccc1)C1CCCCC1
26.7% | Cc1c(COc2ccc3ccccc3c2)nnn1CC(=O)NS(=O)(=O)c1ccccc1C(F)(F)F
33.4% | CCOC(=O)C1CCCN(C(=O)c2ccc(N(C)C)cc2)CC1 (configuration not stated)
72.0% | C[C@H](CO)N1C[C@H](C)[C@@H](CN(C)C(=O)Nc2ccc3c(c2)OCCO3)OCc2cnnn2CCCC1=O
6.5% | CC(=O)Nc1cncc(-c2cccc(C(=O)N3CCOCC3)c2)n1
0.9% | O=C(NCCS(=O)(=O)N1CCN(c2ccccc2)CC1)C1CCCCC1
17.3% | Cc1ccc(-c2cc(C(=O)NCC3(N(C)C)CCCCC3)c3ccccc3n2)o1
30.8% | Nc1ccc(/C=C/c2ccnc3ccccc23)cc1
-1.2% | COc1cccc(-c2cc(CNC(=O)[C@H]3O[C@@H](n4ccc(=O)[nH]c4=O)[C@H](O)[C@@H]3O)no2)c1
-1.0% | CCc1nc(N2CCN(C(=O)CCCl)CC2)c2c3c(sc2n1)CCCC3
-9.3% | COc1ccc(S(=O)(=O)N(C)C[C@H]2OCCCC[C@H](C)Oc3ccc(N(C)C)cc3C(=O)N([C@H](C)CO)C[C@@H]2C)cc1
78.5% | C1=Cc2ccccc2/C1=C\c1cc2c3c(c1)CCCN3CCC2
-34.5% | CC(C)(C)c1ccc(C(=O)N2CCC(=O)N([C@H](COCc3ccccc3)Cc3ccccc3)CC2)cc1
6.4% | O=S1(=O)CC(N2CCN(CCO)CC2)CN1C1CCCCC1 (configuration not stated)
-64.2% | CCCCC[C@H](C)N1C[C@@H](COCc2ccccc2)Oc2cc(N3CC[C@@H](N(C)C)C3)ccc2S1(=O)=O
-28.6% | CC(=O)c1cccc(-c2ccnc3c2CC(C(=O)Nc2ccc(F)c(Cl)c2)O3)c1 (configuration not stated)
11.2% | CCC(=O)N1CCCC(C)(C(=O)Nc2ccc(OC)c(F)c2)C1 (configuration not stated)
-64.3% | Nc1[nH]c(C(=O)c2ccccc2)c(-c2ccc(Br)cc2)c1C(=O)NCCc1c[nH]c2ccccc12
8.2% | C[C@@H]1CN([C@@H](C)CO)C(=O)CCCn2nncc2CO[C@H]1CN(C)C(=O)c1ccccc1
-7.6% | Oc1ccc(C[C@H]2CNC(=S)N2C[C@H]2CCCN2C[C@H](Cc2ccccc2)N2C[C@H](Cc3ccccc3)N(CC3CCCCC3)C2=S)cc1
-68.1% | COC(=O)[C@]12CCCCC=C1N(Cc1cccc3ccccc13)C(=O)[C@H](CC(=O)NCc1ccc(OC)c(OC)c1)C2
-54.6% | O=C(NCC(F)(F)F)c1cc2c(c(-c3cccc(-c4ccccc4F)c3)n1)[C@H](CCO)N(C(=O)CC1CC1)C2
-44.4% | NC(=S)NN=C1CSSC1
-0.4% | O=C1NC[C@H](CCCCN2C[C@H](Cc3ccccc3)N(CCC3CCCCC3)C(=O)C2=O)N(CCc2ccc(O)cc2)C1=O
-6.4% | CC(=O)Nc1ccc(NC(=O)C2(C)Cc3c(-c4ccc(NC(C)=O)cc4)ccnc3O2)cc1 (configuration not stated)
14.4% | O=C(NCc1ccncc1)[C@@H]1CCCN1C(=O)[C@H]1CCCN1C(=O)c1c(F)cccc1F
8.2% | CCCC1NC(=O)c2cccnc2-n2c1nc1ccc(OC)cc1c2=O (configuration not stated)
-55.5% | CCc1nc2ccc(C(=O)Nc3cc(-c4ccccc4)ccc3OC)cn2c1N(C=O)CCC(C)C
16.1% | Nc1nc2c(ncn2[C@@H]2O[C@H](CNCc3ccccc3)[C@@H](O)[C@H]2O)c(=O)[nH]1
19.3% | CCC(=O)N1CCC1(C)C(=O)NCc1ccccc1SC (configuration not stated)
-20.3% | O=C(NCc1ccco1)c1cccc(-c2cncc3nccn23)c1

# Records listed so far that bear a hit mark in BRCA1 expr up:
BRCA1 expr up | Structure
1.78µM* | OC(c1ccc(F)cc1)c1nc(-c2cc3ccccc3o2)cs1 (configuration not stated)

# (list continues)
BRCA1 expr up | Structure
0.0% | CCc1nc2ccc(C(=O)Nc3cccc(OCC(=O)N(C)C)c3)cn2c1N(CCN(C)C)CC1CC1
3.4% | C[C@@H]1CN([C@@H](C)CO)C(=O)CCCn2nncc2CO[C@@H]1CN(C)C(=O)Nc1ccc(-c2cccs2)cc1
5.0% | CCOC(=O)c1c(-c2ccc(N(C)C)cc2)oc2c1C(OC)CC2 (configuration not stated)
10.1% | CC(=O)Nc1ccc(CN2C(=O)C(C)(C)ON=C2c2ccc(C(F)(F)F)cc2)cc1
-4.2% | O=C1CC2(CCCC2)C(=O)N1CN1CCN(S(=O)(=O)c2cc(F)ccc2F)CC1
-17.8% | C[C@H]1Cn2cnc(C(=O)Nc3ccccc3)c2C(=O)N1
-53.9% | O[C@@H]1CN(Cc2cccs2)[C@@H](c2ccccc2)C[C@H]1n1cc(-c2ccc(F)cc2)nn1
5.3% | Cc1cc(C)c(C(=O)COC(=O)c2cccc(S(=O)(=O)N3CCOCC3)c2)cc1C
-20.1% | CC1CCCC(NC(=O)CSc2nnc(-c3cccnc3)o2)C1C (configuration not stated)
-51.5% | Cc1[nH]ccc2cc3nc4ccccc4c3cc12
11.0% | Cc1nc2ccc(Cl)cn2c1[N+](=O)[O-]
-53.0% | O=C(NCC1CCCO1)c1ccc2c(c1)N(Cc1ccc(Cl)cc1)CCS2 (configuration not stated)
-35.1% | CC(C)C[C@@H](CN1CCC[C@@H]1CN1C(=S)NC[C@@H]1Cc1ccccc1)N1C[C@H](Cc2ccc(O)cc2)N(CC2CCCCCC2)C1=S
-7.6% | Cc1ccc([C@@H]2C[C@H]3[C@@H](CN2S(=O)(=O)c2ccc(Cl)cc2)C(=O)C[C@@H](c2ccc(C)cc2)N3S(=O)(=O)c2ccc(Cl)cc2)cc1
-40.9% | COCCNC(=O)c1cccc2c(-c3ccnn3C)coc12
23.9% | Cc1c(Br)cccc1NC(=O)C1(C)CCN1Cc1ccc(OC(C)C)cc1 (configuration not stated)
-3.7% | COC(=O)C1=C(C(=O)OC)[C@@H]2N(Cc3ccccc3)c3ccccc3[C@@]23C[C@@H](C(=O)OC)N(S(=O)(=O)c2ccc(C(F)(F)F)cc2)C3=N1
4.0% | COC(=O)CCCn1cc(CN2CC(N3CCN(CCN(C)C)CC3)CS2(=O)=O)nn1 (configuration not stated)
6.1% | CC(C)C(C(=O)O)N1C(=O)C2C3CCC(C3)C2C1=O (configuration not stated)
-45.5% | O=C(NCc1ccco1)C1Cc2c(-c3ccccc3Oc3ccccc3)ccnc2O1 (configuration not stated)
-14.8% | Cc1ccc(-c2ccc(CN3C(C)C(=O)N(Cc4cn(CCC5OCCO5)nn4)CCS3(=O)=O)cc2)cc1 (configuration not stated)
-32.4% | O=[N+]([O-])c1ccc(/C=C/c2cc(Cl)nc3ccccc23)cc1
3.4% | Cc1ccc([C@H]2C[C@H](O)[C@@H](n3cc(COC(=O)c4ccccc4)nn3)CN2C(=O)C2CCCCC2)cc1
-31.2% | CC(C)C[C@H]1CN([C@@H](CC(C)C)CN2CCC[C@H]2CN2C(=O)C(=O)NC[C@@H]2Cc2ccc(O)cc2)C(=O)C(=O)N1CC1CCCCCC1
-18.1% | CN(c1ccccc1)S(=O)(=O)c1ccc(C(=O)NCc2cccnc2)cc1
-13.9% | CO[C@H]1C[C@@H]2CC[C@@H](C)[C@@](O)(O2)C(=O)C(=O)N2CCCC[C@H]2C(=O)O[C@H]([C@H](C)C[C@@H]2CC[C@@H](O)[C@H](OC)C2)CC(=O)[C@H](C)/C=C(/C)[C@@H](O)[C@@H](OC)C(=O)[C@H](C)C[C@H](C)C=C/C=C\C=C/1C
-9.8% | O=C(c1cccs1)N1C[C@@H](n2cc(-c3ccc(F)cc3)nn2)[C@H](O)C[C@@H]1c1ccc(Cl)cc1
11.8% | CN(C)CCN(C)C1CN(C2CCCC2)S(=O)(=O)C1 (configuration not stated)
4.0% | CCCCNC(=O)c1ccc2nc(CC)c(N(CC)CCN(C)C)n2c1
8.0% | CCCCCn1nnnc1C1c2ccccc2C(=O)N1Cc1ccco1 (configuration not stated)

# Another view of part of the listing above:
Molecule	BRCA1 expr up
CO[C@H]1C[C@@H]2CC[C@@H](C)[C@@](O)(O2)C(=O)C(=O)N2CCCC[C@H]2C(=O)O[C@H]([C@H](C)C[C@@H]2CC[C@@H](O)[C@H](OC)C2)CC(=O)[C@H](C)/C=C(/C)[C@@H](O)[C@@H](OC)C(=O)[C@H](C)C[C@H](C)C=C/C=C\C=C/1C	-13.9%
O=C(c1cccs1)N1C[C@@H](n2cc(-c3ccc(F)cc3)nn2)[C@H](O)C[C@@H]1c1ccc(Cl)cc1	-9.8%
CN(C)CCN(C)C1CN(C2CCCC2)S(=O)(=O)C1 (configuration not stated)	11.8%
CCCCNC(=O)c1ccc2nc(CC)c(N(CC)CCN(C)C)n2c1	4.0%
CCCCCn1nnnc1C1c2ccccc2C(=O)N1Cc1ccco1 (configuration not stated)	8.0%

# Further compounds.
BRCA1 expr up | Structure
16.7% | COc1ccc(Cn2cc(CN3CC(N(C)C)CS3(=O)=O)nn2)cc1 (configuration not stated)
0.0% | CC(C)(C)c1ccc(C(=O)N2CCC2(C)C(=O)Nc2cnc3ccccc3c2)cc1 (configuration not stated)
-2.4% | CC1=C(C(=O)N(C)C)CC(CC(=O)NCCCCc2ccccc2)C(=O)N1Cc1ccccc1 (configuration not stated)
0.5% | COc1ccc(C(C)(NC(C)=O)c2nc(-c3cccnc3)cs2)cc1 (configuration not stated)
-3.6% | C[C@@H]1CN([C@H](C)CO)C(=O)CCCn2nncc2CO[C@@H]1CN(C)C(=O)Nc1cccc2ccccc12
0.1% | Cc1cn([C@H]2C[C@H](O)[C@@H](/C=C/C(=O)NCC(c3ccccc3)c3ccccc3)O2)c(=O)[nH]c1=O
-25.3% | CCn1c(CN2CCC(C)CC2)nc2cc(S(=O)(=O)N3CCCCC3)ccc21
-0.2% | Cc1nc(SCC(=O)NC2CCCC2)c2oc3ccccc3c2n1
17.3% | COc1cccc(-c2cc3nc(Nc4ccc(OC)c(OC)c4)n(C)c(=O)c3s2)c1
-30.5% | COc1cc2c(cc1OC)C(c1c(-c3c(Cl)cccc3Cl)noc1C)=NCC2
0.9% | Cc1ccc(S(=O)(=O)N2C[C@]3(O)C[C@@H]4C(=O)N(c5ccccc5)C(=O)[C@@H]4C[C@]3(OC(=O)Nc3c(C)noc3C)C2)cc1
-24.6% | COc1ccc(Cl)cc1Nc1cc(C)nc2ncnn12
0.0% | COc1ccc(NC(=O)COC(=O)c2ccc(S(=O)(=O)N3CC(C)CC(C)C3)cc2)cc1OC (configuration not stated)
3.9% | CCNC(=O)C1(C)CCCN1C(=O)c1ccc(C#N)cc1 (configuration not stated)
10.7% | O=C(CC[C@H]1O[C@@H](n2cnc3c(NC(=O)c4ccccc4)ncnc32)[C@H](O)[C@@H]1O)N[C@@H](CO)Cc1c[nH]c2ccccc12
-1.1% | CCc1noc(C)c1C(=O)N1CCN(c2ccc([N+](=O)[O-])cc2)CC1
19.8% | O=C(c1cc(C2CCCCN2S(=O)(=O)Cc2ccccc2)on1)N1CCOCC1 (configuration not stated)
6.4% | O=C(NCc1ccco1)c1ccc2sc([C@@H]3O[C@H](CO)[C@H](O)[C@H](O)[C@H]3O)nc2c1
-61.1% | CC(=O)Nc1cc(O)c2nonc2c1O
3.55µM* | CN(C)c1ccc(/C=C2\C=Cc3ccccc32)cc1
-2.8% | CCOC(=O)c1oc2ccccc2c1COC(=O)CNC(=O)c1ccccc1F
0.0% | CN(Cc1cn(Cc2cccc(C(F)(F)F)c2)nn1)C1CN(Cc2cn(Cc3cccc(C(F)(F)F)c3)nn2)S(=O)(=O)C1 (configuration not stated)
0.0% | O=C(c1ccc2ccccc2c1)c1cccc(F)c1C(=O)O
22.2% | CCNC(=O)C1(C)CCN1C(=O)CCc1cccc(Cl)c1 (configuration not stated)
-7.3% | O=C(NCc1ccco1)c1ccc(OC2CCN(Cc3ccccn3)CC2)cc1
-42.4% | COCCCNc1ccn2nc(-c3cc(OC)c(OC)c(OC)c3)cc2n1
1.1% | Cc1ccc(CN2C(=O)c3ccccc3C2c2nnnn2C(C)C)cc1 (configuration not stated)
4.3% | COCCCN1C(=O)C(CC(=O)NCc2cccc3ccccc23)CC(C(=O)N(C(C)C)C(C)C)=C1C (configuration not stated)
-0.1% | O=C(O)c1ccc(CNC(=O)C2CCN(S(=O)(=O)c3ccc4c(c3)OCCO4)CC2)cc1

# Screening results: PubChem BioAssay, National Center for Advancing Translational Sciences (NCATS)
